Bioassay records: PubChem, NCI
NCI-60 one-dose screen, 48 h, at 10 µM unless noted. Numbers give growth in % (100 = growth as untreated, 0 = no growth, -100 = all killed).
A498: A498 renal cancer cells. hit rate 5.4% among 76,000
RXF 393: RXF 393 renal cancer cells; hit rate 6.9% among 77,000
NCI/ADR-RES: NCI/ADR-RES ovarian cells | hit rate 4.4% among 81,000
ACHN: ACHN renal cancer; hit rate 4.9% among 81,000
NCI-H23: NCI-H23 lung cancer; hit rate 4% among 80,000; AID 1794731
NCI-H522: NCI-H522 lung cancer; hit rate 8% among 78,000
NCI-H226: NCI-H226 lung cancer | AID 1794732 | hit rate 3.5% among 79,000
NCI-H460: NCI-H460 lung cancer; hit rate 6.8% among 82,000
CAKI-1: CAKI-1 renal cancer; hit rate 4.7% among 75,000; AID 1794772
* = called active by the depositor; . = not tested or not shown. How the source made its calls: active means growth percent below 10; inactive means the rest. Random draw from the library; any-hit rate near 12%.

SMILES	A498	RXF 393	NCI/ADR-RES	ACHN	NCI-H23	NCI-H522	NCI-H226	NCI-H460	CAKI-1
NNc1nc(N2Cc3ccccc3C2=O)n[nH]1	103	114	101	106	103	96	103	106	91
Nc1cc(F)ccc1NC(=O)c1ccc(CN2CCC/C(=C\c3ccccn3)C2=O)cc1	75	70	87	76	87	78	87	71	.
O=[N+]([O-])c1ccc(N/N=C\c2ccc(Cl)cc2Cl)nc1	96	134	100	108	94	97	121	103	165
COc1cc(C(=O)N2CCN(c3cc4c(cc3F)c(=O)c(C(=O)NO)cn4C3CC3)CC2)cc(OC)c1OC	91	104	100	101	95	87	95	105	94
COc1ccc2cc(C(C)C(=O)Nc3ccc(-c4n[nH]c(=S)n4C4CCCCC4)cc3)ccc2c1 (stereo not given)	77	91	51	73	90	65	95	43	45
CCc1nnc(NC(=O)c2ccoc2COc2ccc(C)cc2)s1	95	96	97	101	101	90	104	106	85
C[C@H](NC(=O)c1cnc2c(-c3ccc(C(F)(F)F)cc3)cccc2c1)c1ccccn1	112	59	51	55	87	51	28	86	54
CC1CCC(Nc2ccncc2CO)CC1 (stereo not given)	101	112	102	105	99	97	101	114	96
C=C(C)[C@@H]1CC[C@]2(C(N)=O)CC[C@]3(C)[C@H](CC[C@@H]4[C@@]5(C)CC[C@H](OCCC#N)C(C)(C)[C@@H]5CC[C@]43C)[C@@H]12	116	87	89	74	91	77	84	79	65
N=C1C(c2nc3ccccc3s2)=C(O)CN1c1cc(Cl)cc(Cl)c1	98	64	79	73	89	86	102	67	78
O=C(NO)Oc1cccc2ccccc12	92	106	101	100	103	102	89	106	104
C=CCN1CC(C(=O)C2CNc3ccccc32)=C(O)C1=O (stereo not given)	66	99	100	97	97	97	99	102	90
NS(=O)(=O)c1ccc(NC(=O)Nc2nc3ccccc3s2)cc1	102	100	102	96	85	90	89	101	88
CC(C#N)(CCc1ccccn1)CCc1ccccn1	101	108	108	105	99	100	98	113	89
S=C(S)Oc1cc(Cl)c(Cl)cc1Cl	103	115	108	103	108	93	107	113	93
CC(CCC(=O)O)C1CCC2C3C(O)CC4CC(O)CCC4(C)C3CC(O)C12C (stereo not given) (tested in a mixture with another compound)	111	108	106	107	101	91	102	105	.
CC(C)(C)c1cc(Br)c(O)c(CNCCO)c1	85	101	107	113	106	105	98	85	92
O=C(CSc1nnc2n1N=C(c1ccc(Br)cc1)CS2)c1ccc(Br)cc1	79	90	84	87	91	77	88	91	85
CCOC(=O)N1CC=CC1	89	117	112	110	107	100	107	102	104
N#Cc1sc(=S)n(-c2ccc(S(=O)(=O)Nc3ccc(Cl)nn3)cc2)c1N	110	105	99	93	98	95	.	105	91
Cc1nn(-c2ccc(Cl)cc2)c(=O)n1CCn1nnc2ccccc21	97	108	100	101	94	81	93	99	93
O=C1Nc2ccccc2C12CCCc1ccccc12 (stereo not given)	106	125	104	90	94	90	99	110	98
C=CC1(O)CCCCC1	105	109	109	104	106	93	94	103	98
Cc1cc2c(cc1Cl)C(=O)/C(=C/c1ccc(Cl)cc1)O2	147	109	119	105	104	92	107	121	94
CCCn1c(N)c(C(=O)CSc2n[nH]c(-c3ccccc3F)n2)c(=O)n(C)c1=O	82	106	116	99	94	91	85	102	112

Additional compounds:
SMILES	A498	RXF 393	NCI/ADR-RES	ACHN	NCI-H23	NCI-H522	NCI-H226	NCI-H460	CAKI-1
CS(=O)(=O)Oc1ccc(-c2ccc3occc3c2)cc1	81	97	98	106	96	80	91	103	89
CCNC(=S)NNC(=O)c1ccc2nc(-c3ccc(Cl)cc3)[nH]c2c1	42	92	99	94	94	95	90	99	83
COc1cc(-c2c(C#N)c(N)n(-c3nccs3)c(=O)c2C#N)cc(OC)c1OC	88	94	93	95	95	76	94	100	.
Nc1nc2c(nc(N)n2C2OC(CO)C(O)C2O)c(=O)[nH]1 (stereo not given)	88	106	108	107	119	91	99	100	92
COc1cc(/C=N/NC(=O)CSc2nc3ccccc3c(=O)n2CCc2ccc(S(N)(=O)=O)cc2)ccc1O	87	95	104	101	96	76	84	102	101
N#CCC(=O)c1cccc(Cl)c1	92	105	106	109	99	85	92	106	99
O=C1/C(=C/c2ccc(B(O)O)cc2)Oc2ccccc21	107	101	101	104	106	97	94	101	101
Cc1ccc(COc2ccc(Cl)cc2Cn2ccnc2)cc1	74	.	80	78	80	63	69	104	78
O=C(NC1CC(F)C1)c1cc2cccnc2n1-c1ccc(Cl)c(Cl)c1 (stereo not given)	99	102	90	96	100	89	103	101	84
N#Cc1c(-c2ccc(F)cc2)nc(SCc2ccccc2)nc1N1CCNCC1	-14*	-95*	-51*	-99*	-91*	-82*	-59*	-86*	-95*
CCCC(O)c1ccc(C)cc1 (stereo not given)	99	106	100	110	101	95	98	110	102
Nc1c(C(=O)Nc2cccc(Cl)c2)sc2ncccc12	119	100	91	76	88	93	90	105	82
Cc1noc(C)c1S(=O)(=O)n1nc(Nc2ccc(Cl)cc2)nc1N	.	80	92	86	96	85	94	91	38
CC(C)(C)CC(C)(C)Nc1c(-c2ccc3c(c2)OCO3)nc2cnccn12	76	.	88	86	98	74	90	97	70
C=C(C)[C@@H]1CCC[C@]2(COS(=O)(=O)c3ccc(C)cc3)CC[C@]3(C)[C@@H](CC[C@@H]4[C@@]5(C)CCCNC(C)(C)[C@@H]5CC[C@]43C)[C@@H]12	81	-80*	-3.4*	45	26	-41*	82	-49*	-68*
COC(=O)c1cc(-c2ccccn2)[nH]c(=O)c1C#N	104	106	101	102	102	95	100	103	90
CCn1c(/C(C#N)=C/c2c(Cl)cncc2Cl)nc2ccccc21	105	51	91	92	105	70	98	79	77
OC(COc1cccc2ccccc12)CN1CCN(c2ccccc2Cl)CC1 (stereo not given)	90	158	89	102	80	99	106	91	.
CC(=O)Oc1cc(C)c(OC(C)=O)c(C)c1C	109	125	95	100	97	103	101	105	77
Cc1cccc(-[n+]2noc(N)n2)c1	113	99	85	46	86	51	81	81	60
C=CCn1c(-c2ccc(-c3nc4ccc(C)cc4[nH]3)cc2)n[nH]c1=S	95	110	108	100	95	91	94	105	94
Cc1nc(Cl)c([C@H](O)COS(N)(=O)=O)s1	97	105	98	101	93	93	93	99	92
Clc1ccc(/C=N\N=C\c2ccc(Cl)c(Cl)c2)cc1Cl	108	79	77	-3.0*	85	77	104	47	33
COc1ccc2c(c1)CC/C(=C\c1cccnc1OC)C2=O	100	117	82	105	80	67	99	103	84
O=C(O)c1cn(C2CC2)c2cc(N3CCN(Cn4nc(-c5cccc(Cl)c5)n(-c5ccccc5)c4=S)CC3)c(F)cc2c1=O	.	116	100	106	104	93	.	109	95

(further entries)
smiles,A498,RXF 393,NCI/ADR-RES,ACHN,NCI-H23,NCI-H522,NCI-H226,NCI-H460,CAKI-1
O=C1NNC=Nc2c1cnn2-c1ccccc1,127,114,100,98,98,98,98,116,85
Nc1ccc(C2=NNC(=O)Cc3cc4c(cc32)OCCO4)cc1,112,106,103,112,101,99,101,116,90
CCCCOc1ccc(NC(=O)n2nc(NC(C)=O)c3ccccc32)cc1,96,103,78,77,82,88,85,126,65
Cc1nn(-c2ccccc2)c(Cl)c1/C=C1\N=C(c2ccccc2)N(C(=O)c2ccc(O)cc2)NC1=O,91,91,94,85,96,83,79,102,88
Cn1cc(-c2cc(N)n3nc(-c4c[nH]c5ccccc45)cc3n2)c2ccccc21,-90*,-72*,-41*,-100*,-73*,-85*,-39*,-67*,-100*
O=C(Sc1nc2ccccc2[nH]1)c1ccc(-n2c(=O)[nH]c3ccccc3c2=O)cc1,111,124,109,104,113,94,96,109,93
O=S(=O)(Nc1nnc(-c2cc(O)c(O)c(O)c2)s1)c1ccccc1,101,97,115,108,108,97,97,106,99
COc1ccc(-c2nc(SC)nc(Cl)c2C#N)cc1,120,110,101,104,99,91,84,110,80
CC(C)(C)n1cc(-c2ccnc(NCCCNS(=O)(=O)c3cccc4ccccc34)n2)c(-c2ccc(Cl)c(O)c2)n1,97,94,88,88,93,89,89,80,75
O=C1/C(=C/c2ccc([N+](=O)[O-])s2)Oc2ccccc21,98,-81*,12,-55*,-37*,-69*,-0.6*,-28*,-27*
C(=Nc1cnc2ccccc2c1)c1ccnc2ccccc12,112,.,99,82,104,86,93,100,91
C(=C\c1n(Cc2ccc3ccccc3c2)c(-c2ccccc2)c(-c2ccccc2)[n+]1Cc1ccc2ccccc2c1)/c1ccccc1,.,-93*,8.2*,-95*,-80*,-62*,-75*,-84*,-100*
COc1ccc(OC)c(/C=C/c2nc(SC)n(-c3ccc(Cl)cc3)n2)c1,.,60,.,68,60,82,71,85,64
COc1ccc2c(CCCCC(c3ccccc3)c3ccccc3)c3[n+](cc2c1OC)CCc1cc2c(cc1-3)OCO2,.,.,68,-19*,-66*,-58*,-55*,-83*,17
CCCCCCCCCCCCCCCCOc1ccc(C(=O)CC(=O)OC)cc1,148,107,109,108,118,89,91,119,91

The list continues:
smiles,A498,RXF 393,NCI/ADR-RES,ACHN,NCI-H23,NCI-H522,NCI-H226,NCI-H460,CAKI-1
COC(=O)c1ccc(C(=O)OC)c([N+](=O)[O-])c1,92,109,103,100,102,101,87,112,91
O=C1Nc2ccc(C(=O)O)c(O)c2C1=O,102,116,106,104,107,.,104,105,92
OCc1nnn(-c2ccccc2)c1CO,101,104,115,107,112,101,114,116,111
CCCCC(CC)COC(=O)C[N+](C)(C)CCOC(c1ccccc1)c1ccccc1 (stereo not given),101,-4.1*,99,101,42,-25*,54,65,97
CN(C)c1ccccc1C(=O)NNC(=S)Nc1ccccc1,133,96,113,91,96,.,96,106,86
CCOC(=O)c1c(C)nc2c(c1N)/C(=C/c1cccs1)C(=O)N2Cc1ccc(C(F)(F)F)cc1,68,79,67,.,86,31,102,84,.
